Compound activity deposited in PubChem BioAssay by Small Molecule Screening Facility, UW Madison.
RMI-FANCM inh: blocks RMI1/RMI2 complex binding to FANCM MM2 peptide. Fluorescence polarization, RMI core complex with F-MM2 peptide; hits give low values. FP signal (polarization) at 33 µM. 70,000 compounds, 0.58% hits; in the data active = FP signal below about 40; note: inactives centre near 61; strong numbers were not always called active; unit not given here
The depositor's hits bear a star; & = joins results of further samples. Some of the compounds tested; rates above refer to the full screens.

SMILES | RMI-FANCM inh
COc1ccc(CNC(=O)N2CCC(c3nnc(-c4ccco4)o3)CC2)cc1 | 60
Cn1c(SCC(=O)Nc2ccc(Cl)cc2)nc2cc(-c3ccccc3)sc2c1=O | 60
Cc1ccc(S(=O)(=O)NC(=S)Nc2ccccc2)cc1 | 68
NS(=O)(=O)c1ccc(CCNC(=O)CSc2nc3ccccc3c(=O)n2Cc2cccs2)cc1 | 63
O=C(NCc1cccs1)c1ccc([N+](=O)[O-])o1 | 54
COCCNS(=O)(=O)c1ccc(Cl)c(C(F)(F)F)c1 | 70
CC(=O)N[C@@H](CC(=O)N[C@H](CCC(=O)O)C(=O)O)C(=O)O | 49
COCCCn1c(-c2ccc(F)cc2)nc2nc3ccccc3nc21 | 66
CN1CCN(C(=O)CC2CSc3nc4c(cnn4-c4cccc(Cl)c4)c(=O)n32)CC1 (centres undefined) | 65
O=C(NNC(=O)C1CC1)c1ccc(=O)n(Cc2ccccc2)c1 | 64
COc1ccc(-c2coc3c4c(ccc3c2=O)OCN(Cc2ccco2)C4)cc1OC | 59
CC(C)n1c(SCc2nc(-c3ccccc3)no2)nc2cc3c(cc2c1=O)OCO3 | 71
O=C(NCCOc1ccc2nnc(-c3ccc(F)cc3)n2n1)NCc1ccccc1 | 72
Nc1ccc2c(c1)CN(C(=O)c1ccccc1)CC2 | 70
COc1ccc(C(=O)Cn2cnc3c(cnn3CCO)c2=O)cc1 | 56
NC(CCc1ccc2c(c1)OCCO2)c1ccc2c(c1)OCCO2 (centres undefined) | 78
Cc1nc(-c2noc(-c3ccccc3Cl)n2)c(C(F)(F)F)o1 | 55
Cc1cc(I)c(S(N)(=O)=O)cc1C | 48
CCOC(CNC(=O)c1nn(-c2ccc(C)cc2)c(=O)cc1OC)OCC | 68
CN(C)c1ccc(/C=N\N=C/c2ccc(N(C)C)cc2)cc1 | 67
O=C(Cc1ccccc1)NC1CCN(C(=O)Cc2ccccc2)CC1 | 52
Cc1ccc(N2C(=O)CCC2=O)cc1 | 56
COC(=O)c1c(C)oc(C)c1S(=O)(=O)NCc1ccc2c(c1)OCO2 | 55
O=C(O)Cn1ncc2ccccc2c1=O | 68

Reprinted at random: two compounds from above.
SMILES | RMI-FANCM inh
CC(=O)N[C@@H](CC(=O)N[C@H](CCC(=O)O)C(=O)O)C(=O)O | 49
COCCCn1c(-c2ccc(F)cc2)nc2nc3ccccc3nc21 | 66

The list goes on.
SMILES | RMI-FANCM inh
CCOC(=O)CSc1nnc(NC(=O)c2ccc(Cl)cc2Cl)s1 | 54
COc1ccc(S(=O)(=O)Cc2nc(-c3ccccc3Br)no2)cc1 | 67
O=C(Cn1c(=O)n(Cc2ccccn2)c(=O)c2ncccc21)NCc1ccco1 | 53
CSc1cccc2sc(NC(=O)c3cccc(Cl)c3)nc12 | 58
CSc1c(C#N)c(N)[nH]c(=S)c1C#N | 59
O=C(Cc1csc(SCC(=O)c2cccs2)n1)Nc1cccc(Cl)c1 | 74
CC1CCc2cc(F)ccc2N1C(=O)CN1C(=O)c2ccccc2S1(=O)=O (centres undefined) | 54
O=C(COc1ccc(F)cc1F)N1CCN(c2ccc3nncn3n2)CC1 | 68

An excerpt from above in order of count of non-hydrogen atoms, high to low:
SMILES | RMI-FANCM inh
CC1CCc2cc(F)ccc2N1C(=O)CN1C(=O)c2ccccc2S1(=O)=O (centres undefined) | 54
O=C(Cc1csc(SCC(=O)c2cccs2)n1)Nc1cccc(Cl)c1 | 74
CCOC(=O)CSc1nnc(NC(=O)c2ccc(Cl)cc2Cl)s1 | 54
CSc1cccc2sc(NC(=O)c3cccc(Cl)c3)nc12 | 58

Carrying on.
SMILES | RMI-FANCM inh
C=CCNC(=S)SCCN | 57
Cc1ccc2c(c1)sc(=NC(=O)C1CC1)n2C | 71
CC(=O)c1ccc(NC(=O)Cn2nc(C3CC3)c3cnn(-c4ccc(F)cc4)c3c2=O)cc1 | 76
CSc1scc2c1C(=O)/C(=C/N(C)C)CC2 | 33*
Cc1cccc(NC(=O)Nc2ccc(Nc3ccc(-n4cccn4)nn3)cc2)c1C | 85
CCN(CC)CCN(C(=O)c1ccnn1C)c1nc2c(Cl)cccc2s1 | 80
O=C(Nc1ccc2c(c1)N(C(=O)C1CCCO1)CC2)c1ccc(F)cc1 (centres undefined) | 66
CCOc1ccc(-c2cn3c(CC(=O)Nc4c(C)cccc4C)csc3n2)cc1 | 106
COc1ccc(N2CCN(CCNS(=O)(=O)c3cc(OC)ccc3OC)CC2)cc1 | 65
Cc1[nH]c2ccccc2c1S(=O)(=O)CCNC(=O)NC(C)(C)C | 55
Cc1sc(NC(=O)COc2ccccc2)c(C#N)c1C | 55
O=C(O)CC1(CC(=O)Nc2cccc(C(=O)O)c2)CCCC1 | 40
CN(C)S(=O)(=O)c1ccc(C(=O)NCC(=O)N/N=C\c2ccc(C(F)(F)F)cc2)cc1 | 63
O=C1C(=Cc2ccc(O)cc2)C(=O)c2ccccc21 | 78
CSc1ccc(-c2noc(-c3ccc[nH]c3=O)n2)cc1 | 69
Cc1cccc(-c2noc(Cn3c(=O)n(CCc4ccccc4)c(=O)c4ccccc43)n2)c1 | 115
O=C(CC1CSc2nc3c(cnn3-c3cccc(Cl)c3)c(=O)n21)N1CCCC1 (centres undefined) | 66
CCCCNc1nc2ccccc2nc1NS(=O)(=O)c1cccc2nsnc12 | 63
CN(C)CCCN(C(=O)COc1ccc(Cl)cc1Cl)c1nc2cc3c(cc2s1)OCO3 | 115
Cc1ccc(Cn2c(CO)cnc2SCC(=O)Nc2nc3ccccc3s2)cc1 | 62
O=C(NCc1ccccc1)N1CCN(c2ccc3nnc(-c4ccco4)n3n2)CC1 | 73
O=C(NCc1ccco1)C(=O)NCC1OCCN1C(=O)c1ccc2c(c1)OCO2 (centres undefined) | 58
Cc1c(S(=O)(=O)NCCc2ccccn2)sc2ccc(Cl)cc12 | 54
COc1cc(C(=O)N2CCN(c3cc(C)ccc3C)CC2)cc(OC)c1OC | 61

Structural class: the compounds so far containing a CF3 group.
SMILES | RMI-FANCM inh
COCCNS(=O)(=O)c1ccc(Cl)c(C(F)(F)F)c1 | 70
Cc1nc(-c2noc(-c3ccccc3Cl)n2)c(C(F)(F)F)o1 | 55
CN(C)S(=O)(=O)c1ccc(C(=O)NCC(=O)N/N=C\c2ccc(C(F)(F)F)cc2)cc1 | 63

(list continues)
SMILES | RMI-FANCM inh
Cc1ccc(/C=C\S(=O)(=O)NCCn2ncccc2=O)cc1 | 64
COc1ccc(CC(=O)Nc2ccc3c(c2)N(C(=O)C2CCCC2)CC3)cc1OC | 65
O=C(NCCOc1ccc2nnc(-c3ccccc3Cl)n2n1)c1cccs1 | 72
COc1ccc(Cl)cc1S(=O)(=O)Nc1ccc2c(c1)CC(=O)N2 | 55
O=C(Cc1csc(NC(=O)c2ccc[nH]c2=O)n1)NCC1CCCCC1 | 60
CSCc1csc(NC(=O)COc2ccc3ccccc3c2)n1 | 54
N=c1sc(C=C2C=Nc3ccccc32)c(O)n1-c1nccs1 | 174
O=C(O)c1ccc(C(=O)O)c([N+](=O)[O-])c1 | 60
COc1c(Cl)cc(Br)c(OC)c1C(N)=O | 55
CCCS(=O)(=O)N1CCc2ccc(NC(=O)COc3ccc(C(C)(C)C)cc3)cc2C1 | 64
COc1ccc(N2CCN(C(=O)CCN3C(=O)c4cccc5cccc(c45)C3=O)CC2)cc1 | 59
NS(=O)(=O)c1ccc(NC(=O)CN2CC(=O)Oc3ccccc32)cc1 | 55
COc1ccccc1CNC(=O)c1csc(Nc2ccccc2)n1 | 64
O=c1c(=O)n(-c2ccc3c(c2)OCCO3)ccn1Cc1c(F)cccc1Cl | 53
CCOC(=O)c1ccc(NC(=O)Cc2cc(=O)[nH]c(SCc3ccc(F)cc3)n2)cc1 | 65
COc1ccc(-c2noc(CSc3nc4ccsc4c(=O)[nH]3)n2)cc1OC | 69
O=C(Nc1ccc(Cl)c(Cl)c1)Nc1nnc(SCc2cccnc2)s1 | 54
C=C1C(=O)O[C@@H]2[C@H]3O[C@]3(C)CCC=C(C)CC[C@@H]12 | 50
Clc1cccc2sc(NCc3cccnc3)nc12 | 63
O=C(NCCn1ncc2c(N3CCOCC3)ncnc21)c1c(F)cccc1Cl | 68
COc1ccccc1C(=O)NCCn1ncc2c(=O)n(Cc3ccc(C)cc3)cnc21 | 67
Cc1ccc(S(=O)(=O)N2CCC(=O)c3ccccc32)cc1 | 67
COc1ccc(C)c2sc(N3CCN(C(=O)c4ccccc4NS(=O)(=O)c4ccc(C)cc4)CC3)nc12 | 61
Cc1ccc(NC(=O)C(C)(C)C)cc1N1CCCC1=O | 68
CCSC(=N)N | 60
O=C(CCCn1nc(-c2cccs2)ccc1=O)Nc1nccs1 | 67
O=C(NC(=S)NC1CCSC1=O)c1ccc([N+](=O)[O-])cc1 (centres undefined) | 59
CN(CCCN1c2ccccc2CCc2ccccc21)CC(=O)c1ccc(Cl)cc1 | 89
O=C1CC(N2CCN(c3ccccc3)CC2)C(=O)N1c1ccc(SC(F)F)cc1 (centres undefined) | 65
N#Cc1c(N)n(Cc2ccccc2)c(=O)c2cc([N+](=O)[O-])ccc12 | 38
O=C(C1CCCO1)N1CCN(S(=O)(=O)c2cc(S(=O)(=O)c3ccccc3)cs2)CC1 (centres undefined) | 47
O=C(N/N=C\C=C\c1ccccc1)c1cc(-c2cccc3ccccc23)n[nH]1 | 63
Cc1ccc(S(=O)(=O)N2CCc3ccc(NS(=O)(=O)c4ccc(Cl)s4)cc3C2)cc1 | 87
O=C(NCCc1cccs1)c1ccc(S(=O)(=O)N2CCOCC2)cc1 | 59
O=C(Oc1ccc2occ([N+](=O)[O-])c2c1)c1ccc(C(F)(F)F)cc1 | 53
COc1ccc(-c2cn3c(C(=O)Nc4ccc(C(C)=O)cc4)csc3n2)cc1 | 80
COc1ccccc1CNC(=O)CSc1ccc(NC(C)=O)nn1 | 67
Cc1nc(-c2ccc(NS(=O)(=O)c3ccc(OC(F)(F)F)cc3)cc2)cs1 | 52
COc1ccc(Cl)cc1C(=O)N(CC1CCCO1)c1nc2c(F)cccc2s1 (centres undefined) | 67
COc1coc(C(=O)Nc2ccc(C(C)C)cc2)cc1=O | 62
CNS(=O)(=O)c1ccc2nc(N)sc2c1 | 59
Cc1cccc(N2CCN(C(=S)c3ccc(C(C)(C)C)cc3)CC2)c1 | 56
O=C(O)c1[nH]nc2c1COc1ccccc1-2 | 54
O=C(O)CC1C(=O)NCCN1CC(c1ccccc1)c1ccccc1 (centres undefined) | 52
CCOC(=O)c1c(-c2cccs2)csc1N | 53
Cc1cc(NC(=O)CCCSc2ccc(NC(=O)C3CC3)nn2)on1 | 63
Clc1ccc(Oc2ncnc3c2nnn3Cc2ccccc2)cc1 | 59
O=C(CSc1nnc(-c2cccnc2)n1-n1cccc1)Nc1ccc(F)cc1 | 56
CC1CCc2c(sc(NC(=O)CC(=O)Nc3sc4c(c3C#N)CCC(C)C4)c2C#N)C1 (centres undefined) | 79
CC(C)N1CCC(CNC(=O)c2ccc(C(C)(C)C)cc2)CC1 | 85
CCc1ccc(NCC(O)Cn2c3ccccc3c3ccccc32)cc1 (centres undefined) | 55&57
O=C(CSCC(=O)Nc1ccccc1)N/N=C\c1cccs1 | 46
CCCS(=O)(=O)NCCOc1ccc2nnc(-c3ccc(F)cc3)n2n1 | 71
COc1ccc(CCC(=O)NCC2CCN(C(C)C)CC2)cc1 | 73
CC(C)c1cc(C(C)C)c(Sc2c(-c3ccc(Br)cc3)nc3ccccn23)c(C(C)C)c1 | 59
Cc1nc2ccccc2nc1SCC(=O)c1cc2ccccc2oc1=O | 63

(list continues)
SMILES | RMI-FANCM inh
O=C(/C=C/c1ccccc1)Nc1ccc(-c2ccc(NC(=O)/C=C/c3ccccc3)cc2)cc1 | 66
Cn1c(-c2cc(-c3ccc(Br)cc3)nc3ccccc23)nc2ccccc21 | 57
CN1CCCCC(C2=C(Cl)C(=O)CCC2)C1=O (centres undefined) | 62
Cc1cccc(C)c1NC(=O)C[N+](C)(C)C | 49
CCN1C(=O)c2cccc3c(S(=O)(=O)NCCCn4ccnc4)ccc1c23 | 48
CC(=O)c1cc(O)ccc1O | 67
O=C1COc2cc(Cl)ccc2N1Cc1nc(-c2cccc(C(F)(F)F)c2)no1 | 74
Cc1cc(=O)n2c(n1)SCC2CC(=O)NC(C)C (centres undefined) | 65
C=CCN1C(=O)C(C)(C)COc2cc(NS(=O)(=O)c3ccc(F)cc3C)ccc21 | 66
CCCCOc1ccc(C(=O)NCCc2csc3nc(-c4cccc(C)c4)nn23)cc1 | 54
Cc1cc(C)nc(SCc2cc(=O)c(OC(=O)Cc3cccs3)co2)n1 | 55
COC(=O)CSCC(=O)Nc1nnc(-c2ccccc2OC)s1 | 70
c1cc(-c2nn[nH]n2)cs1 | 50
COc1cc2c(cc1OC)C(COc1ccc3c(C)cc(=O)oc3c1)N(C(=O)COc1ccccc1)CC2 (centres undefined) | 60
CCOC(=O)c1ccc(NC(=O)C(Br)C(C)C)cc1 (centres undefined) | 60
CC(SC1=NCCN1S(=O)(=O)c1ccc(Br)cc1)c1ccccc1 (centres undefined) | 59
CC(C)N1CCc2c(sc(NC(=O)Cc3ccc(F)cc3)c2-c2nc3ccccc3s2)C1 | 500
Cc1csc(NC(=O)CC2CSc3nc4c(c(=O)n32)CCC4)n1 (centres undefined) | 65
COc1cc(Cn2nc(-c3cccs3)c3sc(N4CCCCC4)nc3c2=O)cc(OC)c1 | 70
O=C(Nc1nnc(Cc2cccs2)o1)c1cccc(N2C(=O)CCC2=O)c1 | 68
Cc1cc(N/N=C\c2ccc([N+](=O)[O-])s2)nc2c(N)n[nH]c12 | 51
O=C(Cn1nnc2ccccc21)N/N=C\c1cc(Br)cc(Br)c1O | 55
COc1ccc(CC(=O)n2[nH]c(=O)c3ccccc3c2=O)cc1OC | 53
CC1c2ccsc2CCN1C(=O)c1ccc(Cl)cc1 (centres undefined) | 61
CC(C)(C)c1ccc(C(=O)OC(c2ccccc2)c2nccc3ccccc23)cc1 (centres undefined) | 70
COc1ccc(OC)c(-c2csc(NC(=O)c3cccc(C(F)(F)F)c3)n2)c1 | 61
O=C(Nn1cnc2c(cnn2-c2cccc(Cl)c2)c1=O)c1ccc(Cl)cc1Cl | 64
